From PubChem
UTI89 phage lysis: inhibition of K1F phage lysis, E. coli UTI89, bacterial capsule biogenesis inhibitors, alamar blue (AID 488966) | inhibition, % at 100 µM, or IC50 in µM where a hit was titrated | 340,000 compounds, 0.02% hits | E. coli UTI89 K1F phage lysis, alamar blue, 2 h; higher % means a stronger effect;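 active = phage lysis inhibition, versus mean bacterial control, above a set limit; inconclusive = no clear call, values can overlap the other calls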;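 also: capsule biogenesis inhibitors block K1F phage lysis so surviving cells raise fluorescence; higher fluorescence means more inhibition of phage lysis; actives were called in the ten point dose series up to 300 µM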
West Nile virus CPE: inhibition of WNV-induced cytopathic effect – cell-based, CPE readout (AID 1621). West Nile virus-infected cells, CPE inhibition; higher % means a stronger effect. CPE inhibition, % at 10 µM, or IC50 in µM where a hit was titrated. 290,000 compounds, 0.02% hits; in the data active = a potency from the dose series; inconclusive = CPE inhibition mostly from about 3.7% at the one dose, without a potency; inactive = the rest, 99 in 100 with CPE inhibition below about 2.2%; also: strong numbers were not always called active
T cell modulator: T cell immune modulation candidate | 2C CD8+ T cell-vesicle binding, flow cytometry; hits give low values | calls only at 7 µM | 330,000 compounds, 0.068% hits;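 active = response, share of CD8 T cells binding vesicles, and their 90th percentile fluorescence all below set limits, cut at about 80% in these data, passing the limit was not always enough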
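Assay system: 2C TCR transgenic mouse naive CD8+ T cells, MACS-purified | Read-out: CD8+ gate FL2 mean fluorescence as % of same-row positive control | Signal: High-throughput flow cytometry with anti-B7-1 and anti-CD8 staining | Timing: Binding step 1.5 h, 37 °C, antibody labelling 20 min, ice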
RSV antiviral HEp-2: inhibition of RSV-induced cytopathic effect – HEp-2 cells, primary 10 µM value included (AID 2391); HEp-2 cells, RSV-induced CPE inhibition; higher % means a stronger effect; CPE inhibition, % at 10 µM; hits with a dose series show IC50 in µM; 310,000 compounds, 0.13% hits; in the data active = a potency from the dose series; inconclusive = CPE inhibition mostly from about 23% at the one dose, without a potency; inactive = the rest, 99 in 100 with CPE inhibition below about 21%; also: strong numbers were not always called active
PMI inhibition: MPI inhibition at elevated mannose 6-phosphate – biochemical, fluorescence intensity, high mannose 6-phosphate, primary screen (AID 1220); recombinant PMI enzyme, coupled fluorescence intensity; higher % means a stronger effect; inhibition, % at 20 µM, or IC50 in µM where a hit was titrated; 190,000 compounds, 0.66% hits
PMI inhibitors: inhibitors of human PMI, primary screen, biochemical, fluorescence intensity, coupled assay (AID 1209); purified PMI enzyme, coupled fluorescence intensity; higher % means a stronger effect; inhibition, % at 20 µM, or IC50 in µM where a hit was titrated; 190,000 compounds, 0.42% hits;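 also: plate controls were DMSO vehicle for no effect and wells lacking substrate for full effect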
P. falciparum M1AAP: malaria alanyl aminopeptidase activity blockers – biochemical, fluorogenic H-Leu-NHMec substrate, 1536-well (AID 1445); 220,000 compounds, 0.42% hits; recombinant M1AAP, H-Leu-NHMec fluorogenic kinetic assay; higher % means a stronger effect; one-dose inhibition, % at 30 µM; IC50 in µM for titrated hits;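 active = primary inhibition above the hit cutoff, then over 50% inhibition at one or more dose response concentrations, cut at about 23% in these data, passing the limit was not always enough; inconclusive = conflicting primary data, or primary hits not chosen for dose response; inactive = low primary inhibition, or under 50% at every dose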;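 also: plate controls were DMSO full reaction for no effect and no enzyme background for full effect; strong numbers were not always called active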
TNAP activators: human TNAP enzyme activators, primary screen, biochemical, luminescent, no phosphate acceptor, uHTS (AID 1001); purified TNAP, luminescent activation assay, no phosphate acceptor; higher activation fold means a stronger effect; one-dose activation fold at 20 µM; EC50 in µM for titrated hits; 200,000 compounds, 0.03% hits; in the data active = activation fold from about 3, or a potency from the dose series; inactive = the rest, 99 in 100 with activation fold below about 1.6; also: many of its hits are not listed in these tables
P. falciparum M17LAP: P. falciparum M17LAP inhibitors, primary screen, biochemical, fluorogenic H-Leu-NHMec substrate, 1536-well (AID 1619); inhibition, % at 30 µM; hits with a dose series show IC50 in µM; 220,000 compounds, 0.38% hits; recombinant M17LAP, H-Leu-NHMec fluorogenic kinetic assay; higher % means a stronger effect;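 active = compound inhibiting the enzyme by more than half at any dose during confirmatory dose-response retesting; inconclusive = strong single-dose inhibitors picked by rank but not retested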;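 also: plate controls were full reaction with DMSO carrier for no effect and no enzyme background for full effect; strong numbers were not always called active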
T cell modulator vesicle-bound %: further read-out of T cell modulator, marked with its call; double positive events, %; measured here: CD8+ vesicle-bound cell fraction;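 binding gate set so that unloaded-vesicle control wells show 10% double positive cells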
* = called active by the depositor; i = inactive; ? = inconclusive; . = no result given; + = active, no number; [ ] = another dose, or the depositor's remark. Rule as the data show it, unless noted: active = inhibition above about 50%; inactive = the rest.

SMILES | UTI89 phage lysis | West Nile virus CPE | T cell modulator | T cell modulator vesicle-bound % | RSV antiviral HEp-2 | PMI inhibition | PMI inhibitors | P. falciparum M1AAP | TNAP activators | P. falciparum M17LAP
O=C(NCCN1CCOCC1)c1ccc(Cl)c(S(=O)(=O)N2CCOCC2)c1 | -0.3%[50 µM] | -0.1% | i | 8 | 0.3% | . | . | . | . | .
CCc1ccccc1NCC(=O)Nc1ccc(Cl)c(C(F)(F)F)c1 | -3.1%[50 µM] | -1.3% | i | 6 | 15% | 14% | 26% | -5% | 0.9 | 30%
Nc1nc(SCC(=O)Nc2cc(-c3ccccc3)nn2-c2ccccc2)n[nH]1 | 1.4% | 0.2% | i | 27 | 1.8% | 12% | 18% | 26%* | 1 | 3%
O=c1cc(N2CCOCC2)c2ccccc2o1 | -0.5% | -0.2% | i | 44 | -0.4% | 4% | 7% | -2% | 1 | 6%
CCOc1ccc2ccccc2c1CNc1nnnn1CC | 0.1% | -1.0% | i | 38 | 1.7% | -3% | 1% | 7% | 1.1 | 5%
C=CCOn1c(=O)c(-c2ccc(OC)c(OC)c2)[n+]([O-])c2ccccc21 | 0.1% | 0.7% | i | 36 | 0.5% | 0% | 0% | 3% | 1 | 4%
Cc1ccc(C(=O)NC(=O)OCCn2c(C)cnc2[N+](=O)[O-])cc1 | 2.3% | 0.9% | i | 20 | 0.3% | -6% | -7% | -7% | 1.1 | 24%
COC(=O)C1=NN(c2cccc3ccccc23)C2C(=O)N(c3ccccc3OC)C(=O)C12 (stereo not drawn) | . | -0.6% | i | 20 | 1.8% | . | . | 9% | . | -2%
COc1ccc(Cn2c(=O)oc3ccc(C)cc32)cc1OC | -0.1% | -1.6% | i | 12 | -1.2% | 13% | 12% | 0% | 1.1 | 2%
O=C(Nc1cccc(Cl)c1)Nc1nc(-c2ccc(Cl)cc2)cs1 | 0.1% | -0.3% | i | 54 | 7.4% | 3% | 3% | 13% | 1.1 | 14%
COC(=O)Cn1c(=O)c2c(n(Cc3ccccc3)c1=O)N/C(=C/c1ccc(Br)cc1)C2=O | 0.5% | 0.5% | i | 51 | 3.6% | . | . | 4% | . | 5%
Cc1ccc(NC(=O)Cn2c(=O)n(Cc3ccco3)c(=N)c3c4c(sc32)COC(C)(C)C4)cc1 | 0.3% | 0.1% | i | 2 | 2.0% | 3% | 9% | -1% | 1.1 | 11%
O=[N+]([O-])c1ccc(CNc2cccc(F)c2)s1 | 0.4% | -0.1% | i | 60 | 0.8% | . | . | . | . | .
O=C(NCc1ccco1)c1nc2nc(-c3cccs3)cc(C(F)(F)F)n2n1 | 0.9% | -0.3% | i | 44 | 2.5% | 2% | -5% | 17% | 1.1 | -284%
COc1cccc(Oc2nc(N)ncc2[N+](=O)[O-])c1 | 0.2% | 0.6% | i | 49 | 0.7% | . | . | . | . | .
COc1ccc(NC(=O)Nc2ccc(Cc3ccncc3)cc2)cc1OC | 4.0% | -0.6% | i | 47 | 9.9% | 28% | 12% | 1% | 1.2 | -3%
Cc1c(CC(=O)NCCCC(=O)O)c(=O)oc2c(C)c3oc4c(c3cc12)CCCC4 | -0.3% | 0.2% | i | 49 | 5.0% | . | . | . | . | .
Cc1ccccc1C(=O)Nc1cc(S(=O)(=O)N2CCCCC2)ccc1N1CCN(C)CC1 | 2.7%[50 µM] | 0.2% | i | 0 | 0.2% | 0% | -5% | 7% | 1.1 | -15%
CCOc1ccc(NC(=O)c2cccc3c2C(=O)N(CCOC)C3)cc1 | 0.3% | -0.3% | i | 20 | 3.4% | -1% | 0% | 3% | 1.2 | 8%
CCOCCCNCc1ccc(Cl)cc1 | -0.3% | 1.6% | i | 46 | 0.7% | -2% | 11% | 2% | 1.1 | 10%
CCn1c(Cc2ccccc2)nnc1SCC(=O)NC(C)(C)C | -1.8% | -0.3% | i | 29 | -1.2% | 53%* | -9% | 0% | 1 | -5%
CCCc1ccc(-c2ccc(-c3noc(-c4ccncc4)n3)cc2)nc1 | 0.2% | -1.9% | i | 56 | 4.8% | . | . | . | . | .
COC(=O)Cn1ncc(N2CC(C)OC(C)C2)c(Cl)c1=O (stereo not drawn) | 0.2% | 0.1% | i | 16 | 0.6% | . | . | . | . | .
CC(C)CN(C(=O)COC(=O)CNC(=O)c1ccc(Cl)cc1)C1CCS(=O)(=O)C1 (stereo not drawn) | 0.3% | 0.6% | i | 45 | 1.4% | -10% | -13% | 4% | 1 | -1%
Cc1cccc(/C(N)=N/OC(=O)CCCN2C(=O)c3ccccc3C2=O)c1 | 0.9% | 0.1% | i | 25 | . | 8% | 10% | 0% | 1.1 | -1%
CC(Sc1nc2ccccc2[nH]1)C(=O)NC1CCCCC1C (stereo not drawn) | 0.9%[50 µM] | -1.6% | + | 4.6* | 1.8% | . | . | . | . | .
Cc1cc(NC(=O)CSc2nc(-c3cccnc3)ccc2C#N)no1 | -0.1% | 0.4% | i | 45 | 3.0% | 12% | 7% | 5% | 1.1 | 1%
CC(C)NC(=O)CCN1C(=O)c2ccccc2Sc2ncccc21 | 0.2% | -0.4% | i | 23 | -0.4% | . | . | . | . | .
O=C(Cc1cccs1)NCCc1cn2ccccc2n1 | -1.1% | -0.3% | i | 34 | 0.3% | 14% | 5% | 5% | 1.2 | 1%
C=CCOc1c(Cl)cc(CNn2cn[nH]c2=S)cc1OC | 0.1% | 0.1% | i | 34 | 0.7% | 8% | 0% | 4% | 0.8 | -4%
CC(C(=O)N1CC2(C)CC1CC(C)(C)C2)N1C(=O)c2ccccc2C1=O (stereo not drawn) | 0.3% | 0.5% | i | 30 | 2.5% | 6% | 3% | 8% | 1.2 | -2%
Cc1cc(O)cc2c(=O)c3ccccc3sc12 | -0.1% | -0.6% | i | 57 | ? | -1% | -24% | 7% | 1 | -6%
CN(C)c1ccc(C(O)P(=O)(OCc2ccccc2)c2ccc(N(C)C)cc2)cc1 (stereo not drawn) | . | -0.4% | i | 54 | 2.3% | . | . | 9% | . | 2%
COc1cccc(CC(=S)N2CCOCC2)c1 | 1.3%[50 µM] | -0.3% | i | 36 | 2.4% | 12% | 18% | 3% | 1.1 | 2%
Cc1cc[n+](-c2nc([O-])sc2/C=N/Nc2ccc([N+](=O)[O-])cc2)cc1 | -0.8% | -0.4% | i | 30 | 0.3% | -7% | -9% | -5% | 0.7 | 6%
Cc1nc2ccc(C(=O)Nc3cccc([N+](=O)[O-])c3)cc2s1 | 0.2% | -0.4% | i | 56 | 4.4% | 12% | 13% | 0% | 1 | 5%
Cc1ccc2[nH]c3c(c2c1)CN(C(=O)CN1CCN(c2cccc(C)c2C)CC1)CC3 | 0.2% | -0.2% | i | 51 | 18% | -3% | 10% | 12% | 1 | 4%
Cc1nc2ccccc2n1C1CCN(CC(=O)NCc2ccc(F)cc2)CC1 | 3.5% | -1.0% | i | 10 | 0.9% | 6% | 8% | 0% | 1 | 9%
CC1(C)C(=O)OC(/C=C\c2ccccc2)C(C)(C)C1=O (stereo not drawn) | -0.7% | -0.1% | i | 38 | -0.9% | 4% | 1% | 0% | 1.2 | -5%
Cn1cc(CN2CCCC(C(=O)c3cccs3)C2)c(-c2cccc(Cl)c2)n1 (stereo not drawn) | 0.1% | -0.7% | i | 26 | -2.4% | 2% | 8% | . | 1.1 | .
CSc1ccccc1C(=O)NCCCOC(C)C | 9.7% | 0.6% | i | 11 | -0.9% | -3% | -6% | 5% | 1.1 | 1%
O=C(N/N=C/C=C/c1ccccc1[N+](=O)[O-])c1ccncc1 | 0.3% | 0.1% | i | 26 | 0.6% | . | . | -2% | . | 0%
NC(=O)COC(=O)CCSc1ccc(Cl)cc1 | 0.8% | 0.7% | i | 50 | -1.6% | 12% | 8% | -2% | 1.1 | 0%
O=c1[nH]c2cc3c(cc2cc1C(c1nnnn1Cc1ccccc1)N1CCCc2ccccc21)OCO3 (stereo not drawn) | . | -0.1% | i | 46 | 1.7% | 2% | -2% | -5% | 1.1 | -28%
Cc1cccc(C)c1NC(=O)C1(N(Cc2ccco2)C(=O)CC2NC(=O)NC2=O)CCCCC1 (stereo not drawn) | 0.8% | 0.7% | i | 33 | 4.0% | 5% | 4% | 8% | 1.1 | 3%
O=C/C(=C\Nc1ccc(Cl)cn1)c1nc2ccccc2o1 | 4.1% | -0.3% | i | 24 | 1.4% | -2% | -8% | 2% | 1.9 | 5%
CC1CCCc2sc3nc(NCc4ccco4)n4ncnc4c3c21 (stereo not drawn) | 3.7% | 0.0% | i | 26 | 14% | 1% | -5% | 12% | 1.1 | 10%
O=C(N1CCCCCC1)N1CCN(S(=O)(=O)N2CCOCC2)CC1 | 2.4% | 0.3% | i | 17 | -0.1% | 5% | 5% | 7% | 1.1 | 2%
COc1ccc(CCNC(=O)c2ccc3c(c2)OCCO3)cc1 | 0.9% | 0.6% | i | 29 | 1.4% | 10% | -8% | 6% | 1.1 | 3%

In another format: 4 of the compounds above
Cc1cccc(C)c1NC(=O)C1(N(Cc2ccco2)C(=O)CC2NC(=O)NC2=O)CCCCC1 (stereo not drawn)
  UTI89 phage lysis = 0.8%
  West Nile virus CPE = 0.7%
  T cell modulator = i
  T cell modulator vesicle-bound % = 33
  RSV antiviral HEp-2 = 4.0%
  PMI inhibition = 5%
  PMI inhibitors = 4%
  P. falciparum M1AAP = 8%
  TNAP activators = 1.1
  P. falciparum M17LAP = 3%

O=C/C(=C\Nc1ccc(Cl)cn1)c1nc2ccccc2o1
  UTI89 phage lysis = 4.1%
  West Nile virus CPE = -0.3%
  T cell modulator = i
  T cell modulator vesicle-bound % = 24
  RSV antiviral HEp-2 = 1.4%
  PMI inhibition = -2%
  PMI inhibitors = -8%
  P. falciparum M1AAP = 2%
  TNAP activators = 1.9
  P. falciparum M17LAP = 5%

CC1CCCc2sc3nc(NCc4ccco4)n4ncnc4c3c21 (stereo not drawn)
  UTI89 phage lysis = 3.7%
  West Nile virus CPE = 0.0%
  T cell modulator = i
  T cell modulator vesicle-bound % = 26
  RSV antiviral HEp-2 = 14%
  PMI inhibition = 1%
  PMI inhibitors = -5%
  P. falciparum M1AAP = 12%
  TNAP activators = 1.1
  P. falciparum M17LAP = 10%

O=C(N1CCCCCC1)N1CCN(S(=O)(=O)N2CCOCC2)CC1
  UTI89 phage lysis = 2.4%
  West Nile virus CPE = 0.3%
  T cell modulator = i
  T cell modulator vesicle-bound % = 17
  RSV antiviral HEp-2 = -0.1%
  PMI inhibition = 5%
  PMI inhibitors = 5%
  P. falciparum M1AAP = 7%
  TNAP activators = 1.1
  P. falciparum M17LAP = 2%
